Nrf2 inh – inhibitors of Nrf2 signaling. A549 ARE-Fluc reporter, luciferase luminescence, 18-24 h. AID 504444. Potency, µM (highest dose often 46 µM), for the others: top-dose activity change, negative = inhibition, most hits filed as inhibitors. actives 2.1% (n = 360,000); note: potency is the fitted concentration of half-maximal effect; % is set by controls: 0 for no effect and ±100 for the full control effect; nearly all actives have a fitted effect of over 60% in size
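Quantitative HTS in A549 cells stably bearing an antioxidant response element-firefly luciferase construct. Inhibition of Nrf2-driven transcription was scored by luminescence after 18-24 h of compound exposure at 37 °C.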
CCT modulator – changes cytosolic chaperonin activity | activity change, % (concentration not given with the values), hits read low | purified chaperonin ATPase assay, HTRF ADP detection, 30 min | actives 0.3% (n = 360,000) | AID 651819; in the data active = activity change below about -30%; note: % is set by controls: 0 for no effect and ±100 for the full control effect
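Enzyme 40 or 20 nM (batch-dependent) in Tris pH 7.4/KCl/MgCl2/DTT; cpd 76 uM single point; ATP 10 uM; 30 min 37 °C; Transcreener ADP HTRF detection, 30 min RT; ratio 665/615.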
Nrf2 ARE act – activators of Nrf2 (ARE) signaling; AREc32 ARE-luciferase reporter (MCF7-derived line), luminescence, 24 h; Potency, µM (doses to about 46.1 µM), without a hit: at the top dose activation, actives largely listed as activators; actives 0.31% (n = 410,000); AID 624171; note: potency is the fitted concentration of half-maximal effect; % of control where 0% means no effect; nearly all actives have a fitted effect of over 65% in size
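Steps: seed AREc32_Fluc cells (1000/well, 5% FBS OPTI-MEM); incubate overnight at 37 deg C; add 23 nL compound; incubate 24 hr; add Steady-Glo; hold 30 min RT; read luminescence.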
TGFb inhibitor – TGF-b pathway inhibition; Potency, µM (titrated, usually from 46.1 µM), without a hit: top-dose activity, negative = inhibition, usual class: inhibitors; actives 1.2% (n = 410,000); HepG2 CAGA-GFP TGF-b/SMAD3 reporter, GFP fluorescence, 18 h; TGF-beta stimulated, 500 pg/mL final; note: potency is the fitted concentration of half-maximal effect; % is set by controls: 0 for no effect and ±100 for the full control effect; nearly all actives have a fitted effect of over 65% in size
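First, reporter cells (HEPG2 CAGA-GFP) rested 2 h at 37 degrees C. Next, compounds were pinned in and TGF-beta added to 500 pg/mL final. After 18 h, GFP was imaged per cell and summed per well.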
HepG2 viability – counter-screen for TGF-b inhibitors: cytotoxicity in HepG2 cells; Potency, µM (doses to about 46.1 µM), for the others: top-dose activity change, negative = cytotoxicity, most hits filed as cytotoxic; actives 0.76% (n = 410,000); AID 588856; HepG2 CAGA-GFP viability, ATP luminescence, 18 h; note: potency is the fitted concentration of half-maximal effect; some results filed as inactive show a strong effect at the top dose
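CellTiter-Glo luminescence gave cytotoxicity after 18 hours at 37 degrees C. The cells were HepG2 CAGA-GFP in 1% FBS DMEM, stimulated with 500 pg/mL TGF-beta after compound addition. %Activity was normalised to no-cell wells (complete cell-killing) and DMSO (no toxicity), and curves were fitted and classified.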
Abeta rescue – A-beta toxicity reversal in yeast. yeast expressing A-beta42, growth rescue, OD600, 48 h; response scale: 0% DMSO, 100% iron-clioquinol control. Potency, µM (titrated, usually from 46.1 µM), for inactives: top-dose growth rescue, actives largely listed as activators. actives 0.063% (n = 410,000); note: potency is the fitted concentration of half-maximal effect; nearly all actives have a fitted effect of over 55% in size
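Yeast A-beta toxicity model in growth medium with pinned compounds, 48 h at 30 C; growth read as absorbance at 600 nm. Normalized to FeCl3/clioquinol equimolar mix (positive) and DMSO (negative).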
A549 tox – kills or reduces viability of A549 cells in Nrf2 counter-screen; A549 ARE-Fluc cells, CellTiter-Fluor viability, 18-24 h; Potency, µM (doses to about 46 µM), for inactives: at the highest dose activity change, negative = cytotoxicity, usual class: inhibitors; actives 0.16% (n = 390,000); AID 504648; note: potency is the fitted concentration of half-maximal effect; % is set by controls: 0 for no effect and ±100 for the full control effect
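Cytotoxicity counterscreen: CellTiter-Fluor fluorescence was measured in A549 ARE_Fluc cells after 18-24 h of compound exposure in a concentration series. The subsequent BugLite luminescent read reports ARE-luciferase activity.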
pAkt inh – blocks phosphorylation of Akt; Neuro2A IGF-stimulated pAkt S473 HTRF, 20 min; stronger effect = lower value; activity change, % for hits at 50 µM; actives 0.32% (n = 360,000); AID 651550; in the data active = activity change below about -80%; inconclusive = mostly about -51% to -80%; note: % is set by controls: 0 for no effect and ±100 for the full control effect
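Neuro2A cells (4,500/well, DMEM with 0.5% FBS) were treated with compound at a single 50 µM final concentration, stimulated with 6 nM IGF for 20 min at 37 °C, and lysed. Phospho-Akt Ser473 was read by HTRF as 665/615 ratio ×10^4.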
MmCpn inh – M. maripaludis TRiC chaperonin inhibition; Potency, µM (highest dose often 76.9 µM), without a hit: top-dose activity, negative = inhibition, actives largely listed as inhibitors; AID 504842; actives 0.031% (n = 330,000); purified Mm-Cpn ATPase, ADP Transcreener TR-FRET; note: potency is the fitted concentration of half-maximal effect; % is set by controls: 0 for no effect and ±100 for the full control effect; nearly all actives have a fitted effect of over 80% in size
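25 nM Mm-CPN + cpd, 10 min 37°C; + 10 uM ATP, 30 min 37°C; buffer 30 mM Tris pH 7.4, 100 mM KCl, 5 mM MgCl2, 1 mM DTT; Transcreener ADP HTRF detection 30 min RT.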
The depositor's hits bear a star; i = inactive; ? = inconclusive; / = no result given. Unless noted, calls come from the whole dose curve; as a rule, active = well fitted curve in the direction sought with a large enough effect; inconclusive = small, poorly fitted or top-dose-only effect, or another doubt; inactive = no such curve, though single readings can be large; an effect the other way counts as inactive or inconclusive. This is a subset; count on the stated rates, not on these rows.

Sample of the layout:
Keys: A = Nrf2 inh; B = CCT modulator; C = Nrf2 ARE act; D = TGFb inhibitor; E = HepG2 viability; F = Abeta rescue; G = A549 tox; H = pAkt inh; I = MmCpn inh
#1 COc1ccccc1N=Nc1c(O)[nH]c(=S)[nH]c1=O
  A: 17%	B: 1.2	C: 4.6%	D: 0%	E: 4%	F: 3%	G: ?	H: i	I: 0%

#2 CN1C(=O)/C(=C\c2ccc(N3CCCCCC3)cc2)C(=O)NC1=S
  A: -2%	B: -1.0	C: -0.7%	D: -11%	E: -20%	F: 20%	G: -10%	H: i	I: -2%

#3 C[C@]12C=CC(=O)C=C1C=C[C@@H]1C2CC[C@]2(C)C(=O)CCC12 (some centres not stated)
  A: 0%	B: -1.9	C: ?	D: ?	E: -29%	F: -27%	G: 19%	H: i	I: 0%

Results, repeating the preview:
Keys: A = Nrf2 inh; B = CCT modulator; C = Nrf2 ARE act; D = TGFb inhibitor; E = HepG2 viability; F = Abeta rescue; G = A549 tox; H = pAkt inh; I = MmCpn inh
#1 COc1ccccc1N=Nc1c(O)[nH]c(=S)[nH]c1=O
  A: 17%	B: 1.2	C: 4.6%	D: 0%	E: 4%	F: 3%	G: ?	H: i	I: 0%

#2 CN1C(=O)/C(=C\c2ccc(N3CCCCCC3)cc2)C(=O)NC1=S
  A: -2%	B: -1.0	C: -0.7%	D: -11%	E: -20%	F: 20%	G: -10%	H: i	I: -2%

#3 C[C@]12C=CC(=O)C=C1C=C[C@@H]1C2CC[C@]2(C)C(=O)CCC12 (some centres not stated)
  A: 0%	B: -1.9	C: ?	D: ?	E: -29%	F: -27%	G: 19%	H: i	I: 0%

#4 CC12CC(O)C3C(CCC4=CC(=O)CCC43C)C1CCC2=O (configuration not stated)
  A: ?	B: -0.5	C: 2.0%	D: -2%	E: 23%	F: 0%	G: -7%	H: i	I: /

#5 C=CCn1c(O)c(C=NCCCOc2ccc(CC)cc2)c(=O)[nH]c1=S
  A: 14%	B: -3.3	C: 3.7%	D: -28%	E: 13%	F: -5%	G: 1%	H: i	I: -1%

#6 Cc1ccc(C2CN(C)CC2C(=O)c2ccc(F)cc2)cc1 (configuration not stated)
  A: 6%	B: -4.0	C: 1.8%	D: -8%	E: -29%	F: -5%	G: 3%	H: i	I: -1%

#7 Cc1ccc(CNC(=O)CCCn2c(=O)c3sccc3n(CC(=O)Nc3c(C)cccc3C)c2=O)cc1
  A: -20%	B: /	C: 3.6%	D: 1%	E: 3%	F: -20%	G: -3%	H: /	I: /

#8 COC(=O)C1=C(c2cccc3c2S(=O)(=O)c2ccccc2-3)C[C@@H]2CC[C@H]1N2C(=O)N1CCOCC1
  A: 4%	B: -1.1	C: 0.8%	D: -1%	E: -11%	F: -9%	G: -5%	H: i	I: 0%

#9 O=C(c1cccc([N+](=O)[O-])c1)C12CN3CN(CN(C3)C1)C2
  A: -1%	B: 0.7	C: 0.0%	D: 1%	E: -4%	F: 0%	G: 0%	H: i	I: 0%

#10 Nc1nc(F)nc2c1ncn2[C@@H]1O[C@H](CO)[C@@H](O)[C@H]1O
  A: 0.92µM*	B: -0.6	C: -2.1%	D: 0.79µM*	E: -37%	F: 1%	G: ?	H: i	I: /

#11 Cc1ccc2c(c1)C1C[N+](C)(CC(=O)Nc3ccccc3Cl)CCC1N2C(=O)c1ccccc1Cl (configuration not stated)
  A: 3%	B: 0.0	C: 3.2%	D: 32%	E: 73%	F: 0%	G: 0%	H: i	I: -1%

#12 O=[N+]([O-])c1ccc(N2CCCCCC2)c2ncccc12
  A: -14%	B: 0.5	C: -0.2%	D: -7%	E: -5%	F: 23%	G: -9%	H: i	I: 4%

#13 CCCC1=Nc2cc(C(=O)NCCc3ccc(OCC)cc3)ccc2Sc2ccccc21
  A: ?	B: /	C: -0.1%	D: -8%	E: -12%	F: 7%	G: -6%	H: /	I: /

#14 CC12CN3C(O)C(C)(C1)CC(C)(C2)C3O (configuration not stated)
  A: 3%	B: -0.9	C: 0.2%	D: -1%	E: -1%	F: 10%	G: -2%	H: i	I: 0%

#15 COc1ccc(CCNC(=O)CCn2c(=O)oc3ccccc32)cc1OC
  A: 0%	B: -3.8	C: -1.1%	D: -18%	E: -40%	F: 0%	G: 5%	H: i	I: 0%

An excerpt from above, limited to Nrf2 inh, A549 tox and CCT modulator:
item	smiles	Nrf2 inh	A549 tox	CCT modulator
5	C=CCn1c(O)c(C=NCCCOc2ccc(CC)cc2)c(=O)[nH]c1=S	14%	1%	-3.3
9	O=C(c1cccc([N+](=O)[O-])c1)C12CN3CN(CN(C3)C1)C2	-1%	0%	0.7
14	CC12CN3C(O)C(C)(C1)CC(C)(C2)C3O (configuration not stated)	3%	-2%	-0.9

The listing picks up with the three entries that preceded the break.
Keys: A = Nrf2 inh; B = CCT modulator; C = Nrf2 ARE act; D = TGFb inhibitor; E = HepG2 viability; F = Abeta rescue; G = A549 tox; H = pAkt inh; I = MmCpn inh
#13 CCCC1=Nc2cc(C(=O)NCCc3ccc(OCC)cc3)ccc2Sc2ccccc21
  A: ?	B: /	C: -0.1%	D: -8%	E: -12%	F: 7%	G: -6%	H: /	I: /

#14 CC12CN3C(O)C(C)(C1)CC(C)(C2)C3O (configuration not stated)
  A: 3%	B: -0.9	C: 0.2%	D: -1%	E: -1%	F: 10%	G: -2%	H: i	I: 0%

#15 COc1ccc(CCNC(=O)CCn2c(=O)oc3ccccc32)cc1OC
  A: 0%	B: -3.8	C: -1.1%	D: -18%	E: -40%	F: 0%	G: 5%	H: i	I: 0%

#16 CCc1nn(CC(=O)N2CCC3(CC2)OCCO3)c(=O)c2cc3ccccc3n12
  A: -7%	B: -1.1	C: -0.8%	D: 2%	E: -2%	F: -2%	G: 1%	H: i	I: -2%

#17 Cc1nc2cc(C(=O)N3CCC4(CC3)OCCO4)ccc2n1-c1ccc(Br)cc1
  A: -13%	B: -6.8	C: 2.1%	D: -5%	E: -22%	F: 9%	G: 4%	H: i	I: 1%

#18 COc1cccc(NC(=O)c2cccn(Cc3ccccc3C)c2=O)c1
  A: /	B: /	C: -1.2%	D: ?	E: -13%	F: -4%	G: -2%	H: /	I: /

#19 Cc1cc(Cl)nc(N)n1
  A: -2%	B: 0.2	C: -0.4%	D: 23%	E: 4%	F: 1%	G: 1%	H: i	I: 3%

#20 FC(F)=C(F)CCSc1ncn[nH]1
  A: 7%	B: 0.1	C: -0.1%	D: -2%	E: 6%	F: -3%	G: 8%	H: i	I: 1%

#21 Cc1c(C(=O)c2ccccc2)c2ccccc2n1C
  A: -19%	B: 1.4	C: 0.9%	D: 8%	E: 1%	F: 1%	G: 1%	H: i	I: -2%

#22 C[C@]12CCC3C(C[C@@H](O)[C@H]4C[C@@H](O)CC[C@]34C)C1CC[C@@H]2O (some centres not stated)
  A: -7%	B: -4.4	C: -0.6%	D: -1%	E: 12%	F: -2%	G: 3%	H: i	I: 0%

#23 Cc1cc(/C=C2/C(=O)NC(=O)N(c3ccccc3)C2=O)c(C)n1-c1ccc(F)cc1
  A: 0%	B: 1.3	C: -0.7%	D: -9%	E: 6%	F: -2%	G: -13%	H: i	I: /

#24 CCOc1ccc2nc(N=Nc3c(O)[nH]c(=S)[nH]c3=O)sc2c1
  A: 18%	B: 0.0	C: 0.3%	D: 10%	E: 5%	F: -14%	G: 23µM*	H: i	I: 3%

#25 Fc1cccc(F)c1CN1CCN(Cc2c(F)cccc2F)CC1
  A: -2%	B: -3.0	C: -0.3%	D: 2%	E: -1%	F: 23%	G: 10%	H: i	I: 0%

#26 COc1ccccc1N1CCN(Cc2c(F)cccc2Cl)CC1
  A: 0%	B: -7.2	C: -0.1%	D: -2%	E: -8%	F: 12%	G: -5%	H: /	I: 1%

Source: PubChem BioAssay
